SARS 3CLpro inh: SARS-CoV 3CLpro protease inhibition. hit rate 0.14% among 290,000. recombinant SARS-CoV 3CLpro, quenched FRET peptide cleavage. inhibition, % at 6 µM. AID 1706; in the data active means inhibition above about 12%
PriA SSB inh: blocks PriA binding to SSB C-terminal tail | AlphaScreen SSBct-PriA binding, biotinylated peptide | inhibition, % at 33 µM | hit rate 0.6% among 430,000 | AID 1272365; in the data active means inhibition mostly above about 37%, no sharp cut-off; inactive means mostly below about 20%;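 further: plate controls were negative control peptide for no effect and reference peptide for full effect; strong numbers were not always called active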
Rv3671c inh: inhibitors of M. tuberculosis serine protease Rv3671c | inhibition, % at 5.96 µM | hit rate 0.048% among 320,000 | AID 2606; in the data active means inhibition above about 38%;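 further: extracellular domain of Rv3671c used as enzyme; 0% = enzyme with DMSO and 100% = no enzyme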
Target sequence (P9WHR9 whole entry, looked up, the tested form may be a part): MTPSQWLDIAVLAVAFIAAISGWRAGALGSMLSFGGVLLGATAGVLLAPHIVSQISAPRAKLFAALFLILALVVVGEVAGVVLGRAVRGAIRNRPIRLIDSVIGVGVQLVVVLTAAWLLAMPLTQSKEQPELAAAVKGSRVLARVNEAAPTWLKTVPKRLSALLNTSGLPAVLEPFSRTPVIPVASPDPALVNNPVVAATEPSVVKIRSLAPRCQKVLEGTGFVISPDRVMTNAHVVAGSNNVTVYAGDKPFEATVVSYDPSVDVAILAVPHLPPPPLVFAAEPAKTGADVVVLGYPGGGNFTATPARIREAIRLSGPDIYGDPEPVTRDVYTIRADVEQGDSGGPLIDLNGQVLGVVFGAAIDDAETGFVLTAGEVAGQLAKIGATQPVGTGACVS
BH1578 lux ind: quorum light induction in luxS cqsA deficient V. cholerae; activation, % at 18.7 µM; AID 588436; V. cholerae BH1578 lux reporter, luminescence, 6 h; hit rate 0.16% among 350,000; in the data active means activation mostly above about 9.7%, no sharp cut-off; further: not every result past the cut was called active; inactives centre near 0; reference of the scale not given here
CCHFV vOTU inh: CCHFV vOTU protease inhibition; inhibition, % at 11.5 µM; AID 651958; hit rate 0.55% among 370,000; Pep-AMC fluorescence; in the data active means inhibition above about 30%; further: 0% = vehicle wells with enzyme and 100% = no enzyme wells
MazF activator: MazEF (E. coli) toxin RNase activation; AID 504720; hit rate 0.32% among 350,000; FAM/BHQ RNA-DNA oligo cleavage fluorescence, 5 h; activation, % at 20 µM; in the data active means activation above about 50%
Target sequence (P0AE70 whole entry, looked up): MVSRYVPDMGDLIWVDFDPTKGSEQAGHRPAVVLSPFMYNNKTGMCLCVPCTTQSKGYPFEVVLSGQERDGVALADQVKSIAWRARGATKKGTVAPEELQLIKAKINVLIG
DUSP3 inh: blocks human VHR1 dual specificity phosphatase; P51452; recombinant VHR phosphatase, pNPP absorbance; inhibition, % at 13.3 µM; hit rate 0.52% among 290,000; AID 1654; in the data active means inhibition above about 50%; further: some compounds called inactive have numbers as strong as hits
Target sequence (P51452 whole entry, looked up): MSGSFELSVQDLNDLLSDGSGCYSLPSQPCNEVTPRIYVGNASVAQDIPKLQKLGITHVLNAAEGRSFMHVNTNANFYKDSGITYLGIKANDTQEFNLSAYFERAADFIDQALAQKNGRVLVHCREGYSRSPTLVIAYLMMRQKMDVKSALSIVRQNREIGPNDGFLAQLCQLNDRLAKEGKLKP
PrPC TRFRET: inhibitors of human cell surface prion protein PrPC | P04156 | TR-FRET read-out | hit rate 0.43% among 370,000 | inhibition, % at 13.8 µM | AID 720596; in the data active means inhibition above about 24%; further: 0% = median of the test wells and 100% = reference compound wells
Y pestis TopoI: inhibitors of Yersinia pestis topoisomerase I. AID 504884. hit rate 0.064% among 360,000. Y. pestis Topo-I cleavage product accumulation, plate reader. activity, % at 10 µM; in the data active means activity above about 50%, passing the limit was not always enough; further: inactives centre near 2
TcdB GH inh: blocks C. difficile toxin B glycohydrolase activity; AID 652162; inhibition, % at 9.99 µM; TcdB glycohydrolase enzymatic assay, plate reader; P18177; hit rate 0.24% among 350,000; in the data active means inhibition above about 10%
The depositor's hits bear a star; i = inactive; . = no result given. Only part of the results is shown; the hit share may differ from the screen's.

Results follow in this order: SARS 3CLpro inh, PriA SSB inh, Rv3671c inh, BH1578 lux ind, CCHFV vOTU inh, MazF activator, DUSP3 inh, PrPC TRFRET, Y pestis TopoI, TcdB GH inh
COc1ccc(C(=O)OCC(=O)c2ccc3c(c2)NC(=O)CO3)cc1[N+](=O)[O-]
 : ., -18, -6, i, -2, 2, ., 4, -4, 1.5
COc1cc([C@@H]2CC=C(C(=O)O)CN2S(=O)(=O)c2ccc(C)cc2)cc(OC)c1OC
 : ., -11, -5, -0.9, -3, -2, ., 4, 10, 1.2
N#CC1(C#N)[C@@H](C(=O)C23CC4CC(CC(C4)C2)C3)C12CCOCC2
 : -3, -1, -1, -0.3, 0, -1, -6, 14, 2, .
CCC(=O)N1CCC1(C)C(=O)NCc1ccccc1SC (configuration not stated)
 : ., ., ., i, 4, ., ., -7, 5, -0.6
O=C(C1CCCCC1)N1CCC2CC1c1cc(N3CCCCC3)ccc12 (configuration not stated)
 : ., ., ., 1.0, -2, -26, ., 8, 11, 0.8
CCOC(=O)c1cnc(SCC(=O)Nc2nc(C)c(C)s2)nc1N
 : 4, -15, -19, -0.7, 8, 1, 14, 2, 1, .
CCN=C1S/C(=C/c2ccc(-c3ccc(F)cc3)o2)C(=O)N1CC
 : -2, -18, 0, -0.6, 11, 8, 2, -3, -2, 0.7
COc1ccc(-c2n[nH]c(=S)n2Cc2ccccc2)cc1
 : -2, 1, 4, -0.3, -7, 9, 1, -4, 2, 0.8
Cc1ccccc1C(=O)Nc1ccnn1C1CCN(Cc2ccc(CO)o2)CC1
 : -3, 6, 1, -0.3, -1, 5, -37, -5, 8, -1.9
CCCS(=O)(=O)NC(=O)C1(C)CCCN(C(=O)COc2ccc(Cl)cc2Cl)C1 (configuration not stated)
 : ., ., ., i, 10, ., ., -3, 3, -0.4
O=C(COC(=O)c1ccccc1NCCO)Nc1cc(C(F)(F)F)ccc1N1CCOCC1
 : 4, -21, -2, -5.3, -63, 0, 2, -2, 23, -0.4
O=C(NC(=S)N1CCCCCC1)c1ccccc1Cl
 : 11, 10, 11, -0.2, -15, -10, -4, 1, 3, 2.4
COc1ccc(-c2csc(NC(=O)C3COc4ccccc4O3)n2)cc1OC (configuration not stated)
 : 5, 10, -14, i, 8, 4, 21, 0, 11, 2.2
O=C(NC1CCCC1)C(c1ccccn1)N(C(=O)c1csnn1)c1ccc(F)cc1 (configuration not stated)
 : -2, 2, 1, -0.3, -13, 3, 22, 2, 2, 0.5
O=[N+]([O-])c1ccc(/C=N\N2CCN(Cc3ccccc3Cl)CC2)cc1
 : ., ., ., -5.3, -3, 3, ., -4, 16, 2.5
CCc1cc(CNC(=O)C2CCC(=O)N(Cc3ccccc3F)C2)on1 (configuration not stated)
 : ., ., ., i, -9, 8, ., 1, -2, -3.6
CC(C)COP(=O)(c1ccc(N(C)C)cc1)C(O)c1ccccn1 (configuration not stated)
 : -1, 9, 0, -0.6, 5, 8, 8, 4, -6, .
O=C(COC(=O)c1cc(-c2cccs2)nn1-c1ccccc1)Nc1ccc(Cl)c([N+](=O)[O-])c1
 : 0, 0, -119, 0.6, 0, 16, 22, -4, 2, 0.3
N/C(=N\OC(=O)CCCCCN1C(=O)c2ccccc2C1=O)c1ccccn1
 : 3, ., -6, i, -7, 7, 23, -2, 3, 0.8
Cc1ccc(OC(C)C(=O)Nc2ccc(C)c(S(=O)(=O)Nc3ccc(C)cc3C)c2)cc1 (configuration not stated)
 : 8, -1, -92, -0.3, -3, -1, -7, 8, 35, .
O=S(=O)(/C(=C/c1ccc(C(F)(F)F)cc1)c1nc2ccccc2[nH]1)c1ccccc1
 : -1, -6, -76, i, 6, -3, 17, 38*, -1, .
Cn1c(COc2ccc([N+](=O)[O-])cc2)nnc1SCC(=O)NCC1CCCO1 (configuration not stated)
 : -9, -14, -1, -0.4, 15, 1, -36, -2, 8, 1.1
O=C(O)CC/C(=N/Nc1ncc(C(F)(F)F)cc1Cl)C(=O)O
 : 0, ., 1, -0.2, -10, 1, 8, -3, -2, -2.1
CN1c2ccccc2Sc2cc(N)ccc21
 : 4, 45, 3, i, 13, 5, 55*, 2, -8, -25
O=C(Nc1cccc(F)c1)N1CCC(c2ccccc2)CC1
 : 0, -7, -12, 1.4, 12, 2, -8, 24, 10, -0.4
O=C(O)c1cc([N+](=O)[O-])ccc1NCCCc1ccccc1
 : ., -9, -9, i, 20, -12, ., 2, -5, 1.8
Cc1ccc(C)c2nc(SCC(=O)Nc3ccc4c(c3)OCO4)c(C#N)cc12
 : -3, 6, 1, -0.2, -15, 7, 19, -1, 1, 1.0
CC/C(Cc1ccccc1)=N\NC(=O)c1cc(C)oc1C
 : 2, ., -5, i, -17, 3, 1, 1, -3, .
COc1ccc(NC(=O)NC(C)C2CC3CCC2C3)cc1 (configuration not stated)
 : -3, 3, 1, -0.3, 9, -1, 21, 5, -3, 2.3
CN(C)CCN1C(=O)C(=O)/C(=C(/O)c2ccc(F)cc2)C1c1ccccc1 (configuration not stated)
 : -5, ., 6, -3.1, 8, 1, 18, -5, 1, .
Cc1ccc(/C=N/NC(=O)Cn2nccc2C)o1
 : 3, ., 4, -0.3, -2, -13, 20, -5, -3, .
CCCOc1ccc(/C=C/C(=O)NCc2ccccc2)cc1
 : 4, -7, 6, 0.3, -2, 2, -8, 0, 6, .
Cc1cccc(NS(=O)(=O)c2ccc(C)c(C(=O)OCC(=O)Nc3cc(C)on3)c2)c1
 : -3, -9, -12, i, 10, 1, -15, 0, 2, .
Nc1nc2n(n1)C(c1ccccc1)CC(c1ccc(F)cc1)N2 (configuration not stated)
 : -7, 2, 1, -0.3, 0, -1, 0, 2, 8, 1.6
CC(Oc1cc2oc(=O)c3c(c2cc1Cl)CCCC3)C(=O)NCCN1CCOCC1 (configuration not stated)
 : 4, -2, 1, -0.2, -8, 3, -3, -5, 16, 0.7
COc1ccc(-c2nnc(SCC(=O)Nc3cc(C)on3)n2N)cc1OC
 : 1, -4, 9, -5.9, 4, 7, 35, 8, 8, .
COCCCN=Cc1c(C)[nH]n(-c2ccc(Br)cc2Br)c1=O
 : 2, -15, -5, -0.2, 16, -9, 0, 2, 8, -0.8
COc1cccc(CNC(=O)CCC(=O)N2Cc3cccc(OC)c3Oc3ncccc32)c1OC
 : 3, -14, 0, i, -17, -15, 12, 9, 0, 3.2
Clc1cccc(Cl)c1C1=NOC(c2nnc(-c3ccccc3)o2)C1 (configuration not stated)
 : ., -12, -4, i, -7, 3, -5, -1, 17, 0.9
c1csc(CNc2ncnc3sccc23)c1
 : -8, -4, 0, -0.3, -1, 9, ., 10, 13, .
Cc1ccc(NC(=O)CN(C)S(=O)(=O)c2cccc3cccnc23)cc1F
 : 6, 2, 1, -1.8, 10, -6, 4, 2, 8, 1.8
C=CCN(CC=C)Cc1c(O)ccc2c1oc(=O)c1ccccc12
 : -2, -4, -5, i, 16, 15, ., 5, -3, .
O=C(O)c1cc(N=Nc2c(O)ccc3ccccc23)cc(C(=O)O)c1
 : 3, 7, ., -0.2, 8, 9, 12, -17, 3, 1.2
Cc1ccc2c(c1)CCCN2C(=O)c1ccncc1
 : 1, -5, -8, i, -4, -11, 27, -10, 0, 2.0
Fc1ccc(CN2CCN(c3ncccn3)CC2)cc1
 : -1, 10, 12, -2.6, -4, 1, 0, 2, 1, .
COc1ccc(NC(=O)CCn2c(=O)c3cccn3c3ccccc32)cc1
 : 5, 6, -11, i, -2, 9, -16, 11, 10, -5.5
Cc1noc(C)c1C(=O)Nc1ccccc1-c1ccccc1
 : 1, -5, 2, -1.2, -8, 4, -28, 3, -9, .
Oc1cc(OCc2ccccc2)ccc1-c1[nH]ncc1-c1ccccc1
 : 5, 1, 4, -0.3, 5, -6, 5, -1, 0, 1.0
CCOC(=O)C1=C(CSc2nc(CC)c(C)cc2C#N)OC(N)=C(C#N)C1c1ccc(OC)cc1 (configuration not stated)
 : -2, 2, -23, i, -5, -21, -23, 4, 27, .
COc1cc(Nc2nc3ccc(Cl)cc3n3cnnc23)cc(OC)c1OC
 : -2, -3, 6, 0.0, -8, -18, 0, 5, 22, -0.5

(further entries)
Results follow in this order: SARS 3CLpro inh, PriA SSB inh, Rv3671c inh, BH1578 lux ind, CCHFV vOTU inh, MazF activator, DUSP3 inh, PrPC TRFRET, Y pestis TopoI, TcdB GH inh
COC(=O)NNC(=O)C(C)Oc1ccc(Cl)cc1Cl (configuration not stated)
 : 2, -11, 0, i, ., -5, -6, ., -5, 0.0
CCN(CC)S(=O)(=O)c1ccc2nc(CSc3nnnn3-c3ccc(O)cc3)[nH]c2c1
 : 4, 5, -32, 1.9, -19, 2, 8, 4, 1, .
CCn1c(SCc2cccc(OC)c2)nc2ccccc2c1=O
 : -6, -19, -16, -0.6, -11, -11, 17, 11, 49, -0.7
Cc1ccc(NC(=O)c2ccc(S(=O)(=O)N3CCOCC3)cc2)cc1
 : 5, 1, -1, -2.6, -15, 8, -11, 7, -2, 1.2
CC(C)CC(=O)Nc1cc2nn(-c3ccccc3)nc2cc1Cl
 : 4, -2, 0, -0.2, -7, -17, 10, -5, 5, .
O=C(CCN1CCN(C/C=C/c2ccccc2)CC1)Nc1ccccc1F
 : -5, -18, 1, -0.2, 9, -1, 3, -7, 15, 0.4
Cc1ccc(S(=O)(=O)CCN2C=CC(C(F)(F)F)=NCC2)cc1
 : 0, -3, -1, i, 16, 0, -22, 1, 0, 0.0
CC1CCCN(c2nc3c(c(=O)[nH]c(=O)n3C)n2CCCc2ccccc2)C1 (configuration not stated)
 : 1, -8, -9, -0.3, -3, 10, 6, 3, 24, 3.8
CCOC(=O)c1ccc(COC(=O)CNS(=O)(=O)c2ccccc2)cc1
 : 2, -7, 2, i, -4, 0, 17, -4, 14, 1.1
COc1cccc(/C=N\NC(=O)c2ccc(Cn3cc(Br)c([N+](=O)[O-])n3)o2)c1O
 : 2, ., 7, -0.4, 9, -4, 30, -15, -2, 1.5
CC(NC(=O)c1ccc(Cl)cc1Cl)C(c1ccccc1)N1CCOCC1 (configuration not stated)
 : 1, -1, 1, -1.0, -8, 12, 14, 0, 14, 1.1
Nc1cc2c(cc1Cl)-c1ccc(Cl)cc1C2=O
 : ., 12, ., i, 1, 4, ., -6, -5, -0.3
Cc1ccc(-c2cc(C(=O)NCCCN3CCOCC3)c3ccc(Cl)c(C)c3n2)cc1
 : -1, 0, 0, i, -5, 8, -19, 0, 15, 0.8
COc1cc(NC(=O)Nc2nc(C(N)C(C)C)cs2)cc(OC)c1OC (configuration not stated)
 : ., ., ., -0.6, -5, ., ., -4, -15, 0.8
O=C(Cn1nnc2ccccc21)OCC(=O)c1ccccc1
 : -3, -4, 4, 11, -5, 0, 22, -1, -3, .
O=C(O)COc1ccccc1C=NNC(=O)c1ccccc1NS(=O)(=O)c1cccs1
 : ., -13, 1, 8.4, 13, 0, ., -7, 0, -3.1
Cc1cc(SCCOc2ccc(Br)cc2)nc(N)n1
 : 4, -15, -13, 4.5, 13, -1, 6, 1, 29, .
Cc1ccc(CNC(=O)C(Cc2ccccc2)n2cccc2)cc1 (configuration not stated)
 : 2, -2, -4, 1.9, 12, -1, 8, -4, 5, 0.8
Nc1nc(-c2ccccc2)[nH]c(=O)c1N
 : -1, -3, 8, -0.5, -34, -1, -17, -7, 2, 0.5
COc1ccc(C(=O)NCCN=C2NS(=O)(=O)c3ccccc32)cc1
 : -3, 5, 6, -0.8, -7, 0, 3, -8, -3, 0.3
CCOc1ccc(Cl)cc1S(=O)(=O)N1CCN(c2ccc(F)cc2)CC1
 : 5, -7, 2, i, 4, 2, 23, 6, 2, .
Cc1ccc(F)cc1C(=O)N1CCCCC1c1cc(C(=O)Nc2ccccc2)no1 (configuration not stated)
 : ., ., ., i, -9, ., ., 2, 9, 0.0
Cc1ccc(S(=O)(=O)c2nc(-c3ccccc3)oc2SCC(=O)NCC2CCCO2)cc1 (configuration not stated)
 : 1, 9, -4, -0.2, 11, 3, 28, 8, 3, -0.4
CCc1nc2ccc(C(=O)N3CCN(C(=O)c4ccco4)CC3)cn2c1N(C)Cc1cccs1
 : ., ., ., 1.6, 9, ., ., -8, 19, 0.1
